G6PDH counter: inhibits Leuconostoc G6PDH, flagging false hits in G6PDH-based assays. Purified L. mesenteroides G6PDH, diaphorase/resazurin coupled fluorescence, 45 min. inhibition, % at 5 µM. actives 0.12% (n = 200,000). AID 1020; in the data active = inhibition above about 50%
Diaphorase inh: diaphorase inhibition or chemical oxidation counter-screen. diaphorase resazurin-to-resorufin fluorescence, NADH, 16 min; bacterial (C. kluyveri) enzyme, not human. inhibition, % at 20 µM. actives 0.69% (n = 190,000). AID 1217;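 active = primary screen inhibition at 20 µM above a set limit, cut at about 50% in these data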;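 also: plate controls were DMSO with full reaction for no effect and wells lacking NADH for full effect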
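System: Diaphorase enzyme from Clostridium kluyveri | Amount: Enzyme working solution with 0.14 U/mL diaphorase | Benchmarks: No-NADH positive control and DMSO neutral control | Signal: Fluorescence of resorufin formed from resazurin, Ex 544/Em 590 nm | Schedule: 16-min room-temperature incubation before reading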
Hsp70 act: transcriptional activators of Hsp70 | HeLa Hsp70 promoter luciferase reporter, luminescence; scaled: vehicle 0, proteasome-inhibitor control 100% | activation, % at 10 µM | actives 0.04% (n = 200,000) | AID 1203;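 active = activation above the mean across all tested compounds plus 3 SD, cutoff set per campaign, cut at about 5.5% in these data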;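 also: 100% = MG132 at 30 µM as the positive control and 0% = DMSO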
STAT3 blocker: reduces IL-6 driven STAT3 reporter signal. U3A cells, IL-6 STAT3-luciferase reporter, luminescence; host cell line lacks STAT1. inhibition, % at 5.5 µM. actives 0.89% (n = 190,000);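 active = inhibition above the mean inhibition across all screened compounds plus 3 SD, cut at about 44% in these data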;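 also: 0% = DMSO only wells and 100% = 100 µM nifuroxazide control wells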
STAT1 inh: reduces IFN-gamma driven STAT1 reporter signal | inhibition, % at 5.5 µM | actives 0.35% (n = 200,000) | NIH 3T3 STAT1-luciferase reporter, luminescence;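 active = inhibition above a set limit, the mean inhibition across all tested compounds plus 3 SD, cut at about 34% in these data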;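 also: 0% = IFN-gamma with DMSO and 100% = IFN-gamma with 300 µM nifuroxazide; values of inactives mirror those of a sister screen read the other way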
STAT1 act: activators of IFN-gamma induced STAT1 signaling. NIH 3T3 STAT1-luciferase reporter, luminescence; 100% = IFN-gamma alone, no compound. activation (% of control), % at 5.5 µM. actives 2.6% (n = 200,000). AID 932;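 active = activation above the screen-wide mean activation plus 3 SD, cut at about 130% in these data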;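 also: raw ratio to IFN-gamma control signal so 100% means no change and 0% no light; values of inactives mirror those of a sister screen read the other way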
APP 5UTR inh: APP translation inhibition; actives 0.82% (n = 190,000); inhibition, % at 2 µM; SH-SY5Y APP 5'UTR-luciferase reporter, luminescence; AID 1285;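 active = inhibition above a set limit, derived from the sample mean plus 3 SD, cut at about 45% in these data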; also: values of inactives mirror those of a sister screen read the other way
Diaph act CS: diaphorase activation or chemical reduction counter-screen; Diaphorase/resazurin coupled assay, resorufin fluorescence, 16 min; hits give high values; 1 = vehicle wells, 0 = NADH-free wells; activation factor at 20 µM; actives 0.005% (n = 190,000); AID 1229;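 active = diaphorase activity raised at least twofold by the compound at 20 µM; inactive = activation factor below 2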
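Material: Purified diaphorase enzyme from Clostridium kluyveri | Buffer or medium: 50 mM HEPES pH 7.4 with 4.542 mM MgCl2, 0.005% Tween 20 | Times: 16 min enzyme reaction, ambient temperature | Signal: Red resorufin fluorescence at 544/590 nm excitation/emission | Measure: Increased resorufin signal from activators or reducing compounds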
STAT3 act: activators of IL-6 induced STAT3 signaling; U3A cells, IL-6 STAT3-luciferase reporter, luminescence; 100% = signal with IL-6 EC80 alone; activation (% of control), % at 5.6 µM; actives 0.91% (n = 190,000); AID 871;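 active = activation above the screen-wide mean of compound activation plus 3 SD, cut at about 130% in these data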;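 also: 0% = background luminescence of wells with medium and substrate only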
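Material: human U3A cells carrying STAT3-luciferase construct. Measured by: reporter luminescence signal. Timing: compound 1 h, then IL-6 6 h at 37 °C.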
TLR4-MyD88 BLA: blocks binding of human TLR4 to MyD88. actives 0.18% (n = 200,000). O00206+Q99836. inhibition, % at 8.4 µM. HeLa CL3-4 TLR4/MyD88 BLA complementation, FRET ratio; in the data active = inhibition above about 25%;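 also: 0% = vehicle and 100% = reference inhibitor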
Target sequence (O00206 whole entry, looked up): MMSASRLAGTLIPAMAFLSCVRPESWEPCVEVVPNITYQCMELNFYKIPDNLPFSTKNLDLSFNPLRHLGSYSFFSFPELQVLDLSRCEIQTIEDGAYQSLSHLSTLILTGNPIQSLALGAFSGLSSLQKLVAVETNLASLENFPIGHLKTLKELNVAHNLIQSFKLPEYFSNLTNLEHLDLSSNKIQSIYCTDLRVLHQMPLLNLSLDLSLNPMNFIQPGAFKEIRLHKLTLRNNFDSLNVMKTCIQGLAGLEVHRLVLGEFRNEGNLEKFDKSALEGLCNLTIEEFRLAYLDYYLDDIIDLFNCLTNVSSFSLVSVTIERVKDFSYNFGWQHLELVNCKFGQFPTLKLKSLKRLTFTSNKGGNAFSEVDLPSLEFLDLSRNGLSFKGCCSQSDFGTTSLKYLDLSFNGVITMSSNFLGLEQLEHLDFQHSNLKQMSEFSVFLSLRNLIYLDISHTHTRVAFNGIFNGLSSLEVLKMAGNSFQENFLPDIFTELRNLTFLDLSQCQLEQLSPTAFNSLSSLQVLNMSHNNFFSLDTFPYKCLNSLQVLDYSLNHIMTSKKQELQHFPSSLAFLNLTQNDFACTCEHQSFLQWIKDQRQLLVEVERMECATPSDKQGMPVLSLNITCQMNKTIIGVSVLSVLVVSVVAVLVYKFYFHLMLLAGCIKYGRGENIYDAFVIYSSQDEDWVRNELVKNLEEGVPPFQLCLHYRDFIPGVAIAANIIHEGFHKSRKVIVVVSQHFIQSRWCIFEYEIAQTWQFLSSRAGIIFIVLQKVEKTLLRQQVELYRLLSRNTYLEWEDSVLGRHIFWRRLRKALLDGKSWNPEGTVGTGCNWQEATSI
Target sequence (Q99836 whole entry, looked up): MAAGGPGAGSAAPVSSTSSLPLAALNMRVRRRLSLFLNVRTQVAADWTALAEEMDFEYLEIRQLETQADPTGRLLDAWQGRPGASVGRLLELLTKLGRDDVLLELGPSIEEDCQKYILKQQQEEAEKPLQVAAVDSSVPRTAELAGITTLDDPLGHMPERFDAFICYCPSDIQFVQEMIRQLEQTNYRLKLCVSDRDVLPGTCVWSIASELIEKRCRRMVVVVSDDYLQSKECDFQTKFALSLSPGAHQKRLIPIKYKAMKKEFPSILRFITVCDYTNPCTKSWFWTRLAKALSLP
* = called active by the depositor.

Results for O=C(Nc1ccc(S(=O)(=O)Nc2ccc(Cl)cc2)cc1)C1CCCO1 (centres undefined) ?
G6PDH counter: -17.0; Diaphorase inh: 14.7; Hsp70 act: 0.2; STAT3 blocker: 29.6; STAT1 inh: 11.0; STAT1 act: 89.9; APP 5UTR inh: 5.9; Diaph act CS: 0.9; STAT3 act: 77.6; TLR4-MyD88 BLA: -8.8

Results for COc1ccc(CNC(=O)C(C)OC(=O)c2cccn2C)cc1 (centres undefined) ?
G6PDH counter: 3.9; Diaphorase inh: 21.0; Hsp70 act: -0.4; STAT3 blocker: 20.5; STAT1 inh: 9.6; STAT1 act: 91.6; APP 5UTR inh: -18.8; Diaph act CS: 0.8; STAT3 act: 87.6; TLR4-MyD88 BLA: 9.3

How did O=C(CSc1ncnc2c1oc1ccccc12)Nc1nccs1 do in these assays?
G6PDH counter: -3.0; Diaphorase inh: -17.3; Hsp70 act: -0.3; STAT1 inh: 4.3; STAT1 act: 94.9; APP 5UTR inh: -6.1; Diaph act CS: 1.2; TLR4-MyD88 BLA: -23.2

Results for Cc1ccc2c(c1)nnn2C1CCN(CC(=O)NNC(=O)c2ccco2)CC1 ?
G6PDH counter: 11.4; Diaphorase inh: 16.8; Hsp70 act: 0.1; STAT3 blocker: 11.1; STAT1 inh: 0.6; STAT1 act: 98.6; APP 5UTR inh: 15.5; Diaph act CS: 0.8; STAT3 act: 96.2; TLR4-MyD88 BLA: 1.3

What do the screens show for `COc1ccc(N2CCN(C(=O)CSc3ccc(C)cc3)CC2)cc1`?
G6PDH counter: 6.0; Diaphorase inh: 3.9; Hsp70 act: -0.5; STAT3 blocker: 6.0; STAT1 inh: -10.9; STAT1 act: 108.7; APP 5UTR inh: 1.3; Diaph act CS: 1; STAT3 act: 96.1; TLR4-MyD88 BLA: 3.8

What do the screens show for `O=C(NC1CCCCCC1)c1cc(=O)[nH]c2ccc(S(=O)(=O)N3CCOCC3)cc12`?
G6PDH counter: 3.5; Diaphorase inh: 11.3; Hsp70 act: -0.4; STAT3 blocker: 2.1; STAT1 inh: -5.4; STAT1 act: 102.6; APP 5UTR inh: -20.6; Diaph act CS: 0.9; STAT3 act: 99.6; TLR4-MyD88 BLA: 0.2

Results for O=C(Nc1cccc(C(=O)N2CCOCC2)c1)c1cncc(Br)c1 ?
G6PDH counter: 1.1; Diaphorase inh: 18.6; Hsp70 act: -0.3; STAT3 blocker: 2.9; STAT1 inh: -3.5; STAT1 act: 103.2; APP 5UTR inh: 4.2; Diaph act CS: 0.8; STAT3 act: 99.8; TLR4-MyD88 BLA: 1.4

What do the screens show for `CN(C)C(=O)c1cc([N+](=O)[O-])cc([N+](=O)[O-])c1N(C)C`?
G6PDH counter: 9.9; Diaphorase inh: 6.3; Hsp70 act: -0.5; STAT3 blocker: 9.2; STAT1 inh: -12.0; STAT1 act: 110.8; APP 5UTR inh: 3.4; Diaph act CS: 0.9; STAT3 act: 97.9; TLR4-MyD88 BLA: -16.1

Results for O=C(CCl)N=c1sccn1Cc1ccc(Cl)cc1Cl ?
G6PDH counter: -0.6; Diaphorase inh: 14.4; Hsp70 act: -0.3; STAT3 blocker: 59.7*; STAT1 inh: 89.8*; STAT1 act: 15.8; APP 5UTR inh: 7.9; Diaph act CS: 0.9; STAT3 act: 51.5; TLR4-MyD88 BLA: 9.5

What do the screens show for `COc1cccc(C(=O)NCC(=O)OCC(=O)Nc2cc(OC)c([N+](=O)[O-])cc2C)c1`?
G6PDH counter: -4.4; Diaphorase inh: 15.9; Hsp70 act: -0.6; STAT3 blocker: -5.7; STAT1 inh: -2.4; STAT1 act: 102.2; APP 5UTR inh: -4.0; Diaph act CS: 0.8; STAT3 act: 101.0; TLR4-MyD88 BLA: 9.4

How did CCCCOC(=O)CSC1=C(C#N)C(c2ccccc2OCC)C(C#N)C(=O)N1 (centres undefined) do in these assays?
G6PDH counter: 7.3; Diaphorase inh: 2.3; Hsp70 act: -0.2; STAT3 blocker: 2.9; STAT1 inh: -2.9; STAT1 act: 102.6; APP 5UTR inh: -2.6; Diaph act CS: 1; STAT3 act: 104.0; TLR4-MyD88 BLA: -1.6

Results for CC(=O)Nc1cccc(NC(=O)c2c(-c3c(Cl)cccc3Cl)noc2C)c1 ?
G6PDH counter: 15.6; Diaphorase inh: 8.3; Hsp70 act: -0.2; STAT3 blocker: 0.0; STAT1 inh: 16.5; STAT1 act: 84.9; APP 5UTR inh: -14.1; Diaph act CS: 0.9; STAT3 act: 102.5; TLR4-MyD88 BLA: 5.7

Results for Nn1c(SCC(=O)Nc2ccc(F)c(F)c2)nnc1C1CCCCC1 ?
G6PDH counter: 15.1; Diaphorase inh: 5.4; Hsp70 act: 0.1; STAT3 blocker: 1.1; STAT1 inh: 0.6; STAT1 act: 99.4; APP 5UTR inh: -0.8; Diaph act CS: 0.9; STAT3 act: 101.5; TLR4-MyD88 BLA: 8.7

Results for COc1ccc(-n2c(SCC(=O)NCCC(C)C)nc3ccsc3c2=O)cc1 ?
G6PDH counter: 11.3; Diaphorase inh: 16.6; Hsp70 act: 0.1; STAT3 blocker: 0.9; STAT1 inh: 4.9; STAT1 act: 95.5; APP 5UTR inh: 20.4; Diaph act CS: 0.8; STAT3 act: 102.7; TLR4-MyD88 BLA: 0.6

How did CC1CCN(C(=O)CSc2nnc(Cc3cccn3C)n2-c2ccc(F)cc2)CC1 do in these assays?
G6PDH counter: -11.1; Diaphorase inh: 11.4; Hsp70 act: -0.3; STAT3 blocker: -1.2; STAT1 inh: 2.1; STAT1 act: 98.9; APP 5UTR inh: -15.9; Diaph act CS: 0.9; STAT3 act: 101.1; TLR4-MyD88 BLA: -0.6

Results for Cn1cnnc1SCC(=O)Nc1ccccc1F ?
G6PDH counter: 1.6; Diaphorase inh: 21.6; Hsp70 act: -0.1; STAT3 blocker: 8.3; STAT1 inh: 1.3; STAT1 act: 95.8; APP 5UTR inh: 7.8; Diaph act CS: 0.8; STAT3 act: 97.0; TLR4-MyD88 BLA: -2.5

Results for CCN1CCN(C(c2cccs2)C(C)NS(=O)(=O)c2ccc(Br)cc2)CC1 (centres undefined) ?
G6PDH counter: 3.9; Diaphorase inh: -2.3; Hsp70 act: -0.2; STAT3 blocker: 0.9; STAT1 inh: 0.8; STAT1 act: 99.2; APP 5UTR inh: 2.0; Diaph act CS: 1; STAT3 act: 102.1; TLR4-MyD88 BLA: -2.1

What do the screens show for `C=CCNC(=O)c1ccc(C2SCC(=O)N2Cc2ccccc2)cc1` (centres undefined)?
G6PDH counter: 6.3; Diaphorase inh: 4.6; Hsp70 act: -0.1; STAT3 blocker: 4.6; STAT1 inh: -2.1; STAT1 act: 100.1; APP 5UTR inh: 12.7; Diaph act CS: 1; STAT3 act: 102.2; TLR4-MyD88 BLA: -1.9

How did CC(=NCCc1ccccc1)C1=C(O)COC1=O do in these assays?
G6PDH counter: -3.3; Diaphorase inh: 6.2; Hsp70 act: -0.1; STAT3 blocker: 17.2; STAT1 inh: -1.4; STAT1 act: 101.3; APP 5UTR inh: 2.9; Diaph act CS: 0.9; STAT3 act: 87.2; TLR4-MyD88 BLA: -22.1

What do the screens show for `O=C(CN1CCN(c2ccccc2)CC1)N1CCc2[nH]c3ccccc3c2C1`?
G6PDH counter: 2.9; Diaphorase inh: 30.1; Hsp70 act: -0.4; STAT3 blocker: -3.2; STAT1 inh: 2.5; STAT1 act: 97.7; APP 5UTR inh: -16.0; Diaph act CS: 0.7; STAT3 act: 107.2; TLR4-MyD88 BLA: 1.1

Results for CC(=O)Nc1ccc(/C(C)=N/NC(=O)c2ccc(CN3CCOCC3)cc2)cc1 ?
G6PDH counter: 2.4; Diaphorase inh: 2.6; Hsp70 act: -0.2; STAT3 blocker: -2.1; STAT1 inh: -6.9; STAT1 act: 104.4; APP 5UTR inh: 10.9; Diaph act CS: 1; STAT3 act: 104.8; TLR4-MyD88 BLA: 1.9

How did NS(=O)(=O)c1ccc(NC(=O)COC(=O)c2cn(-c3ccccc3)nc2-c2ccc(F)cc2)cc1 do in these assays?
G6PDH counter: -8.7; Diaphorase inh: 14.0; Hsp70 act: -0.5; STAT3 blocker: 10.4; STAT1 inh: -1.1; STAT1 act: 101.0; APP 5UTR inh: 13.1; Diaph act CS: 0.9; STAT3 act: 89.8; TLR4-MyD88 BLA: -5.3

Results for O=C(Nn1cnc2ccccc2c1=O)c1ccc([N+](=O)[O-])cc1Cl ?
G6PDH counter: 0.8; Diaphorase inh: 9.0; Hsp70 act: -0.2; STAT3 blocker: -1.1; STAT1 inh: 10.9; STAT1 act: 88.5; APP 5UTR inh: 9.3; Diaph act CS: 0.9; STAT3 act: 103.0; TLR4-MyD88 BLA: 6.9

Results for CCOc1ccc(S(=O)(=O)Nc2ccccc2C(=O)N2CCCC2)cc1 ?
G6PDH counter: 10.4; Diaphorase inh: -13.7; Hsp70 act: -0.3; STAT3 blocker: 4.9; STAT1 inh: -0.3; STAT1 act: 99.9; APP 5UTR inh: -11.1; Diaph act CS: 1.1; STAT3 act: 100.7; TLR4-MyD88 BLA: 0.6

How did O=[N+]([O-])c1ccccc1Oc1ccc(C(F)(F)F)cn1 do in these assays?
G6PDH counter: 2.0; Diaphorase inh: -2.6; Hsp70 act: -0.2; STAT3 blocker: 21.9; STAT1 inh: 7.3; STAT1 act: 92.7; APP 5UTR inh: 4.2; Diaph act CS: 1; STAT3 act: 89.7; TLR4-MyD88 BLA: -6.3

What do the screens show for `COc1ccc(CCC(=O)Nc2c(C)n(C)n(-c3ccccc3)c2=O)cc1`?
G6PDH counter: 4.1; Diaphorase inh: 11.6; Hsp70 act: 0.1; STAT3 blocker: -2.4; STAT1 inh: -0.3; STAT1 act: 98.3; APP 5UTR inh: 17.2; Diaph act CS: 0.9; STAT3 act: 107.9; TLR4-MyD88 BLA: 2.5

Results for CCNC(=S)NS(=O)(=O)c1ccc(CC)cc1 ?
G6PDH counter: 4.2; Diaphorase inh: 12.2; Hsp70 act: 0.0; STAT3 blocker: 1.8; STAT1 inh: -7.7; STAT1 act: 106.9; APP 5UTR inh: -4.0; Diaph act CS: 0.9; STAT3 act: 108.4; TLR4-MyD88 BLA: 15.4

2 consecutive records already listed, quoted:
Results for CCOc1ccc(S(=O)(=O)Nc2ccccc2C(=O)N2CCCC2)cc1 ?
G6PDH counter: 10.4; Diaphorase inh: -13.7; Hsp70 act: -0.3; STAT3 blocker: 4.9; STAT1 inh: -0.3; STAT1 act: 99.9; APP 5UTR inh: -11.1; Diaph act CS: 1.1; STAT3 act: 100.7; TLR4-MyD88 BLA: 0.6

How did O=[N+]([O-])c1ccccc1Oc1ccc(C(F)(F)F)cn1 do in these assays?
G6PDH counter: 2.0; Diaphorase inh: -2.6; Hsp70 act: -0.2; STAT3 blocker: 21.9; STAT1 inh: 7.3; STAT1 act: 92.7; APP 5UTR inh: 4.2; Diaph act CS: 1; STAT3 act: 89.7; TLR4-MyD88 BLA: -6.3

Bioassay records (PubChem)

Rows were taken by chance; overall some 6.1% were active at least once.
